Screening results deposited in PubChem BioAssay by National Center for Advancing Translational Sciences (NCATS).
TrxR1 substrate – is turned over as a substrate by rat TrxR1. AID 588456. purified TrxR1 substrate turnover, NADPH consumption readout. O89049. 0.01% of 390,000 active. Potency, µM (doses to about 114 µM), for inactives: at the top dose activity change, negative = substrate turnover; note: potency is the fitted concentration of half-maximal effect; % is set by controls: 0 for no effect and ±100 for the full control effect; nearly all actives have a fitted effect of over 50% in size
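Rat TrxR1, dispensed at 90 nM, was prereduced with 400 uM NADPH (final) for 5 min at ~22 deg C, then incubated with compound 15 min before 400 uM selenite. A first-read NADPH fluorescence drop versus no-compound background flagged substrates.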
Pin1 inh – human Pin1 inhibition; Pin1 FP peptide displacement, HiFluor488, 10 min; 0.009% of 390,000 active; Potency, µM (doses to about 115 µM), inactives show at the top dose activity, negative = inhibition, usual class: inhibitors; Q13526; active = well fitted inhibition curve with a large enough effect in the polarisation, with a control signal flat, not every such curve was filed as active; inconclusive = small, poorly fitted or top-dose-only effect, or effect the other way, or a change in a side signal; inactive = no such curve, though single readings can be large or run the other way; the % refers to the polarisation; note: potency is the fitted concentration of half-maximal effect; % is set by controls: 0 for no effect and ±100 for the full control effect
Target sequence (Q13526 whole entry, looked up): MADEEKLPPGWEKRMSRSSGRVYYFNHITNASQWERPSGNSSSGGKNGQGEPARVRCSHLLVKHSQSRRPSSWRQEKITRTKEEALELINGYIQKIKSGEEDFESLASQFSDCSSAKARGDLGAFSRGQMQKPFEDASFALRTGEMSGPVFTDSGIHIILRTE
GLS inh – glutaminase GLS (human) inhibition; 0.21% of 410,000 active; Potency, µM (titrated, usually from 45.5 µM), inactives show top-dose activity change, negative = inhibition, actives largely listed as inhibitors; O94925; GLS enzymatic activity, qHTS titration; note: potency is the fitted concentration of half-maximal effect; % is set by controls: 0 for no effect and ±100 for the full control effect
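Coupled fluorescence readout: glutamate oxidase/HRP/Amplex Red detect glutamate formed by hKGA from L-glutamine (1 mM solution added). Buffer 45 mM KH2PO4 pH 8.2, 0.02% Tween-20; reads at t0 and 30 min RT.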
HP1b binding inh – HP1-beta chromodomain-methylated histone interaction inhibition; AlphaScreen HP1-beta / biotin-H3K9me3 peptide binding; Potency, µM (titrated, usually from 114 µM), for inactives: at the highest dose activity change, negative = inhibition, most hits filed as inhibitors; 0.56% of 390,000 active; AID 540317; note: potency is the fitted concentration of half-maximal effect; nearly all actives have a fitted effect of over 70% in size; inactives centre near 23
Target sequence (P83916 whole entry, looked up): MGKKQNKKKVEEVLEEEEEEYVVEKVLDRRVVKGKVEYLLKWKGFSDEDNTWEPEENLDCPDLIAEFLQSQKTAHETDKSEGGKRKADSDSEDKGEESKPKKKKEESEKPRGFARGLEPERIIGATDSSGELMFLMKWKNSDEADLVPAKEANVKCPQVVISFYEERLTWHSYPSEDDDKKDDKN
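AlphaScreen: HP1-beta (50 nM) preformed 30 min with biotin-H3(1-18)K9me3 peptide (50 nM) in PBS pH 7.4, 0.01% Tween-20. Compound added for 30 min at RT, then streptavidin donor/nickel chelate acceptor beads (10 ug/mL) for 30 min.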
rTrxR1 inhibitor – inhibitors of rat thioredoxin reductase 1; Potency, µM (top dose mostly 114 µM), for inactives: at the highest dose activity change, negative = inhibition, hits mostly inhibitors; O89049; 1% of 390,000 active; recombinant rTrxR1, NADPH fluorescence consumption, selenite substrate; note: potency is the fitted concentration of half-maximal effect; % is set by controls: 0 for no effect and ±100 for the full control effect; nearly all actives have a fitted effect of over 65% in size
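Rat TrxR1 (90 nM in the dispensed reagent) was pre-reduced with 400 uM NADPH for 5 min at room temperature, then incubated with compound for 15 min. After 400 uM selenite was added, NADPH fluorescence (Ex 340/Em 450 nm) was followed for 8 min.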
IDH1 R132H inh – inhibitors of human mutant IDH1 R132H | O75874 | IDH1-R132H enzyme, NADPH consumption, diaphorase/resazurin fluorescence | Potency, µM (highest dose often 76.6 µM), for the others: at the top dose activity change, negative = inhibition, usual class: inhibitors | 0.093% of 390,000 active | AID 602179; note: potency is the fitted concentration of half-maximal effect; % is set by controls: 0 for no effect and ±100 for the full control effect; nearly all actives have a fitted effect of over 65% in size
Target sequence (O75874 whole entry R132H, stated change not applied): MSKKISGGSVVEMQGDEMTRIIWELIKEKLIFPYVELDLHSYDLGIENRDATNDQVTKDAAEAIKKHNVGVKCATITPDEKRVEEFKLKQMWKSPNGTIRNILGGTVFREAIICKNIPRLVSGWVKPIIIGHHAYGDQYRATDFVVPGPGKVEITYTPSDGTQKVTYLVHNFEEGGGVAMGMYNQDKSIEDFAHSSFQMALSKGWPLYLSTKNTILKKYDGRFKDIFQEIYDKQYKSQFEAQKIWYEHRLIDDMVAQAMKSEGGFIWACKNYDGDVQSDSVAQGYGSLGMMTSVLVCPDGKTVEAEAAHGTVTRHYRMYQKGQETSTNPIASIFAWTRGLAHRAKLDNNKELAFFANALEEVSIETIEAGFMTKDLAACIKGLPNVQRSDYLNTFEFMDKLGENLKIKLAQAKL
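IDH1-R132H (0.5 ug/mL dispensed) in pH 7.5 Tris buffer was preincubated 30 min with compound, then given a substrate mix of 0.016 mM NADPH and 2 mM alpha-KG for 80 min at room temperature; remaining NADPH was read by diaphorase/resazurin fluorescence.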
PI4K2A block – inhibitors of human PI4K2A; AID 1346378; 0.13% of 420,000 active; purified PI4K2A, ADP-Glo luminescence, 1 h; stronger effect = lower value; activity change, negative = inhibition, % at 76.9 µM; in the data active = activity change below about -50%; inconclusive = mostly about -30% to -49%;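 note: -100% = wells without enzyme as full effect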
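PI4K2A activity was measured by ADP-Glo luminescence: enzyme (4 ug/mL stock) and phosphatidylinositol (1.2 mM stock) in Tris pH 7.5/MgCl2/EGTA/Triton X-100 buffer were reacted with ATP (300 microM stock) for one hour at ambient temperature.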
USP1-UAF1 inh – inhibitors of human USP1/UAF1 deubiquitinase | 0.23% of 390,000 active | recombinant USP1/UAF1, Ub-Rhodamine cleavage fluorescence | Potency, µM (doses to about 57.1 µM), for inactives: at the highest dose activity change, negative = inhibition, actives largely listed as inhibitors | O94782; note: potency is the fitted concentration of half-maximal effect; % is set by controls: 0 for no effect and ±100 for the full control effect; nearly all actives have a fitted effect of over 60% in size; inactives centre near -12
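Step one: compound is pinned into 1nM USP1/UAF1 in HEPES pH 7.8 buffer with TCEP. Step two: 15 min room-temperature incubation. Step three: Ub-Rho (150nM final) starts cleavage, tracked by fluorescence over six one-minute reads.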
Tb PGK inh – inhibitors of T. brucei phosphoglycerate kinase; P07378; PGK/GAPDH coupled, Kinase-Glo luminescence, 60 min; Potency, µM (titrated, usually from 57.5 µM), for inactives: top-dose activity change, negative = inhibition, hits mostly inhibitors; 0.043% of 380,000 active; AID 602233; note: potency is the fitted concentration of half-maximal effect; % is set by controls: 0 for no effect and ±100 for the full control effect; nearly all actives have a fitted effect of over 60% in size
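Luminescent ATP detection (Kinase-Glo Plus) follows a 60-minute room-temperature incubation, with wells lacking PGK as controls. Buffer: 100 mM TEA (pH 7.6), 5 mM MgCl2, 0.01% Tween-20. Coupling enzyme GAPDH (100 nM final) supplies unstable 1,3-BPG in-well.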
Active calls of the source: *; i = inactive; ? = inconclusive; . = no result given; & = joins results of further samples; [ ] = remark or other dose. Unless noted, calls come from the whole dose curve; as a rule, active = well fitted curve in the direction sought with a large enough effect; inconclusive = small, poorly fitted or top-dose-only effect, or another doubt; inactive = no such curve, though single readings can be large; an effect the other way counts as inactive or inconclusive. Not all compounds are listed. The share of hits here may be higher or lower than overall.

Each structure is followed by: TrxR1 substrate, Pin1 inh, GLS inh, HP1b binding inh, rTrxR1 inhibitor, IDH1 R132H inh, PI4K2A block, USP1-UAF1 inh, Tb PGK inh
1. CC1(C)CC(=O)C=C(Nc2ccc(O)cc2)C1
  ., ., 20%, ., ., 0%, -8, 4%, -1%
2. C=CCC1(CC=C)CCCN1C(=O)CC1C(=O)NCCN1Cc1cccc(OC)c1 (centres undefined)
  9%[57.1 µM], -7%, 14%, 27%, -1%[57.1 µM], 3%, 8, -8%, 0%
3. COC(=O)COc1ccccc1C(=O)Nc1ccc(OC)cc1
  7%[57.1 µM], 2%, 0%, 16%, 14%[57.1 µM], 4%, -4, -9%, 2%
4. CN(C)c1ccc(CN(C(=O)COc2ccc(F)cc2)C2CCS(=O)(=O)C2)cc1 (centres undefined)
  8%, -3%, 38%[activator], -1%, 8%, -1%, 0, -18%, 5%
5. CCOC(=O)c1c(CSc2ccc(C)cc2)n(C)c2cc(Br)c(O)c(CN(C)C)c12
  -6%, 1%, -15%, ?, 12%, 5%, -5, -24%, i
6. COCCCNC(=O)CCc1nc2cccnc2n1Cc1ccc(OC)cc1
  6%, 1%, -1%, 9%, 11%, 3%, 10, -2%, -4%
7. Oc1cccc(CN2CCCCC2)c1
  5%[57.1 µM], -2%, 4%, 19%, -6%[57.1 µM], 21%, 0, -5%, -2%
8. O=C(CN1CCN(S(=O)(=O)c2ccccc2F)CC1)Nc1ccnn1C1CCCC1
  2%, -6%, -5%, 41%[activator], 17%, 11%, 1, -17%, -7%
9. CO/N=C/c1cc([N+](=O)[O-])ccc1Sc1ccc(C)cc1
  -5%, -2%, -6%, 10%, 0%, 0%, 2, -15%, -3%
10. CSc1cccc(NC(=O)N2CCc3ccc(NC(=O)c4ccccn4)cc3C2)c1
  -7%, 36%[activator], 4%, -4%[57 µM], -1%, -3%, -7, -11%, 1%
11. CC(O)c1nc2c(c(=O)n(C)c(=O)n2C)n1C (centres undefined)
  -3%, 7%, -14%, 47%[activator], 10%, -8%, -1, -23%, 5%
12. CS(=O)(=O)c1ccc(C(=O)N(CCc2ccccc2)Cc2ccccc2)cc1
  0%, -4%, 7%, 33%, 14%, -7%, 0, -17%, -17%
13. CCC1(C)Cc2nc3sc(C(=O)O)c(N)c3cc2CO1 (centres undefined)
  11%[57.1 µM], 21%, 7%, 24%, -39%, -2%, 7, -4%, 8%
14. Cc1cc(=O)[nH]c(NC(=O)Cc2ccccc2)n1
  14%, 2%, -2%, 60%[activator], 26%, 8%, 2, -5%, -5%
15. CCc1nn(CC(=O)N2CCN(c3ccc(Cl)cc3)CC2)c(=O)c2cc3occc3n12
  1%, -1%, -22%, 5%, 12%, 0%, 1, -16%, -1%
16. CC1CCCC(C)N1C(=O)CN1c2cccc3cccc(c23)S1(=O)=O (centres undefined)
  20%, -5%, -5%, 31%, -4%, 15%, -2, -25%, i
17. COc1cccc(-c2nn3c(=O)cc(CN4CCN(S(=O)(=O)c5ccc(C)cc5)CC4)nc3s2)c1
  2%[57.1 µM], 2%, 5%, 26%[57 µM], 7%[57.1 µM], 9%, -3, -21%, -12%
18. O=C(Nc1cccs1)Nc1ccccc1Cl
  3%, 0%, 21%, -4%, -19%, 4%, 2, 3%, -9%
19. O=C(NCCC1=CCCCC1)c1ccc2c(c1)N(Cc1ccccc1F)C(=O)c1ccccc1S2=O (centres undefined)
  1%, 28%, -3%, 41%[activator], 25%, 13%, 1, -25%, i
20. CN(Cc1nc(-c2ccncc2)no1)S(=O)(=O)c1ccc(Cl)cc1
  0%, 5%, -7%, 36%[activator], 19%, -3%, 12, -1%, i
21. Cc1ccc(CN2CCC(CNC(=O)c3cnn(-c4ccccc4Cl)c3C3CCN(C(=O)OC(C)(C)C)CC3)CC2)cc1
  -10%, 4%, 4%, 0%, -17%, -5%, -4, -2%, i
22. C=C[C@@H]1c2ccccc2N(S(=O)(=O)c2ccc(C)cc2)[C@H](c2ccccc2)C1(C#N)C#N
  5%&6%, -3%, 0%, 8%, 21%&28%, -4%, 1, ?, 3%
23. COc1ccc(-n2c(C)nnc2SCC(=O)N2C(C)CCCC2C)cc1 (centres undefined)
  1%, -5%, -7%, 36%, 24%, 2%, 3, -4%, .
24. O=C1CCCCC1Nc1ccc([N+](=O)[O-])cc1 (centres undefined)
  -18%, -2%, 10%, 0%, -26%, 8%, 4, -5%, i
25. Cc1ccc(CN(C)C(=O)COC(=O)CSc2cc(C)c3ccccc3n2)cc1
  -5%, 11%, 1%, 33%[activator], 29%, -14%, -1, -13%, -7%
26. CC(C)CC(=O)Nc1nnc(S(=O)(=O)N(C)Cc2ccc(Cl)cc2)s1
  8%, -2%, 5%, 42%[activator], 40%[activator], 16%, -1, -2%, -1%
27. Cn1c(=O)n(CC#N)c2ccccc21
  -7%, -13%, -23%, 2%, -6%, -6%, 4, -13%, -8%
28. Cc1ccc(NC(=O)Nc2nnc(N3CCCCC3)s2)c(C)c1
  -9%, -3%, -3%, 34%, -1%, 0%, 1, -10%, i
29. CC(=O)c1ccc(OCCCC(=O)Nc2ccc(C)c(S(=O)(=O)N3CCCCC3)c2)cc1
  -6%, 8%, 3%, 17%, 15%, 2%, -2, -23%, -1%
30. N#Cc1c(/N=C/N2CCCC2)oc(-c2ccccc2)c1-c1ccccc1
  -3%, -7%, 6%, -6%, 4%, 8%, 5, -29%, -3%
31. COc1cccc(C2CC(c3ccc(Cl)cc3Cl)Nc3nc(N)nn32)c1 (centres undefined)
  -4%[57.1 µM], -11%, -5%, ?, 17%[57.1 µM], 2%, 1, -21%, -2%
32. O=C1CC(O)(c2ccccc2)C(c2ccccc2)=C1c1ccccc1 (centres undefined)
  -13%, -4%, -28%, -16%, ?, 0%, -3, -7%, 2%
33. CC1CCc2c(C(=O)NCC3CCCO3)csc2C1 (centres undefined)
  2%, -9%, -4%, 32%, -8%, 1%, -3, -7%, -6%
34. CCCCN(Cc1ccccc1)S(=O)(=O)c1ccc2c(c1)CCN2C(=O)C1CCC1
  -2%, -1%, 4%, 31%, 10%, 1%, -1, -23%, -9%
35. C=CCNC(=O)c1cc2c(=O)n3ccccc3nc2s1
  362%[activator], 3%, 5%, 42%[activator], 66%[activator], -11%, -11, -5%, -9%
36. C=CCNc1nc(C(=O)OCC(=O)c2ccc(C)c([N+](=O)[O-])c2)cs1
  -4%, 0%, 0%, -13%, 2%, 1%, -1, -9%, -6%
37. COC(CNC(=O)c1c[nH]c2ccc(S(=O)(=O)N(C)c3ccc(F)cc3)cc2c1=O)OC
  7%, 2%, 0%, 22%, 19%, 0%, 6, -26%, -2%
38. COc1ccccc1NC(=O)/C=C/C(N)=O
  15%, 6%, 0%, -13%, 13µM*, -3%, -1, -3%, 4%
39. COc1ccc(/C=N/S(=O)(=O)c2cccs2)cc1
  -3%, -1%, ., 16%, -12%, -1%, 3, -17%, -5%
40. CCCSc1nnc(-c2cccc(S(=O)(=O)N(C)C)c2)n1-c1cc(OC)ccc1OC
  -4%, 3%, 3%, 9%, 9%, 4%, 2, -17%, -10%
41. O=S(=O)(c1ccccc1)N1CCN(S(=O)(=O)c2ccccc2)c2ccccc21
  -3%[11.4 µM], ?, -8%, ., ., 21%, 1, -26%, -5%

Rewritten with one line to a screen: five of the compounds above.
27) Cn1c(=O)n(CC#N)c2ccccc21
28) Cc1ccc(NC(=O)Nc2nnc(N3CCCCC3)s2)c(C)c1
29) CC(=O)c1ccc(OCCCC(=O)Nc2ccc(C)c(S(=O)(=O)N3CCCCC3)c2)cc1
30) N#Cc1c(/N=C/N2CCCC2)oc(-c2ccccc2)c1-c1ccccc1
31) COc1cccc(C2CC(c3ccc(Cl)cc3Cl)Nc3nc(N)nn32)c1 (centres undefined)

compound no.	27	28	29	30	31
TrxR1 substrate	-7%	-9%	-6%	-3%	-4%[57.1 µM]
Pin1 inh	-13%	-3%	8%	-7%	-11%
GLS inh	-23%	-3%	3%	6%	-5%
HP1b binding inh	2%	34%	17%	-6%	?
rTrxR1 inhibitor	-6%	-1%	15%	4%	17%[57.1 µM]
IDH1 R132H inh	-6%	0%	2%	8%	2%
PI4K2A block	4	1	-2	5	1
USP1-UAF1 inh	-13%	-10%	-23%	-29%	-21%
Tb PGK inh	-8%	i	-1%	-3%	-2%
